PGE2 EP2 inh = EP2 receptor (human) inhibition; C6 glioma cells expressing human EP2, cAMP TR-FRET; cells stimulated with saturating PGE2; actives 0.52% (n = 260,000); inhibition, % at 25 µM; P43116;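 active means percent inhibition above 40 after rounding to a whole number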;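 further: rat C6 glioma host cells with rolipram phosphodiesterase inhibitor present; the protocol text gives 20 µM as final concentration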
Target sequence (P43116 whole entry, looked up): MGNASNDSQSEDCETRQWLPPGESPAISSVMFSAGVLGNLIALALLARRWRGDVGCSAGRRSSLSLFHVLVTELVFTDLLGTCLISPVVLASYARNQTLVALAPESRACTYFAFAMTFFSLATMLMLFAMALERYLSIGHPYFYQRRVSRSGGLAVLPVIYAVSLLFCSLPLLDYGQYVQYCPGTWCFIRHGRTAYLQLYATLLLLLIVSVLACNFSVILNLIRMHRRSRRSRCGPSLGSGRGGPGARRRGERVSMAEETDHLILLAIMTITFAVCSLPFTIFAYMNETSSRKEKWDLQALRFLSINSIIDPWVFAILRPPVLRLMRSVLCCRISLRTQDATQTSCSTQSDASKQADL
NPY-Y1 PAM-ag = potentiators or agonists of human neuropeptide Y receptor Y1; P25929; NPY-Y1 expressing cells, potentiator/agonist activation; activation, % at 3.6 µM; actives 0.37% (n = 220,000); AID 1304; in the data active means activation above about 33%, passing the limit was not always enough;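 further: cells stimulated with NPY at EC10 then isoproterenol at EC100; 0% = low agonist plus stimulus and 100% = saturating agonist plus stimulus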
Target sequence (P25929 whole entry, looked up): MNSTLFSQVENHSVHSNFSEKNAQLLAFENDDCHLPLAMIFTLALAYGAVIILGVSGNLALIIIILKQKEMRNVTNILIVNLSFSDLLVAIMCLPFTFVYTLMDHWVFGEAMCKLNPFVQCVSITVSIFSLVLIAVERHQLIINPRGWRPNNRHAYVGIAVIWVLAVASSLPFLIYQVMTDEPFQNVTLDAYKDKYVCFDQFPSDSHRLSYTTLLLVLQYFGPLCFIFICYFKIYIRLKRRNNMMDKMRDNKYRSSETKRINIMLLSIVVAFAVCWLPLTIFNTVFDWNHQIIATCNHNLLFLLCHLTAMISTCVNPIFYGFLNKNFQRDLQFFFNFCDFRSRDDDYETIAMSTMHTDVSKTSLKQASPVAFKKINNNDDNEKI
EP2 mod = modulators of human EP2 prostaglandin E2 receptor | P43116 | EP2-expressing cells, cAMP HTRF FRET, PGE2 co-stimulation | induction, % at 25 µM | actives 0.83% (n = 260,000) | AID 940;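 active means compounds whose cAMP rise, as percent of the full-agonist control response, exceeds 60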;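 further: rat C6 glioma line stably carrying human EP2 under a CMV promoter; the protocol text gives 20 µM as final concentration; 100% = response of wells given 1 µM PGE2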
14-3-3 Bad inh = disrupts binding of bovine 14-3-3 zeta to phospho-Bad peptide | AID 781 | actives 0.71% (n = 220,000) | inhibition, % at 21.7 µM | TR-FRET 14-3-3zeta/Dy647-pBad peptide displacement, 1 h;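 active means inhibition above about 70%, limit read from the data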;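 further: 0% = full 14-3-3 plus peptide FRET controls and 100% = background without 14-3-3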
Target sequence (P63103 whole entry, looked up): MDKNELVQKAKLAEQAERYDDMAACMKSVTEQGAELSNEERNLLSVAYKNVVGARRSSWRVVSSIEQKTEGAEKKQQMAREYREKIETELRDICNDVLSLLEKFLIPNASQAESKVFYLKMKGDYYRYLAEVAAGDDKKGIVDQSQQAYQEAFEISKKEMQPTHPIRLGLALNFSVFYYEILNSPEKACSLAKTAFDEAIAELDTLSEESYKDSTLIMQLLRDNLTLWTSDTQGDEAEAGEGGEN
TRPML3 ag = agonists of human TRPML3 channel; activation, % at 3 µM; actives 0.29% (n = 220,000); HEK293 TRPML3-YFP, Fluo-8 calcium fluorescence; 100% = the carbachol control signal; AID 1448;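 active means activation above its plate's cutoff, the mean activation of the plate's test wells plus 3 SD, cut at about 12% in these data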;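 further: 0% = DMSO only wells and 100% = carbachol wells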
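Test system – HEK293 line with stable expression of human TRPML3-YFP channel · Control set – carbachol 87 µM final as high control (100%), DMSO as low control (0%) · Signal – Fluo-8 calcium dye fluorescence, ex 470-495, em 515-575 nm · Incubation – 1-h 37 °C dye load, 5-s basal, 120-s post-compound reads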
CHOP inh = CHOP inhibition in unfolded protein response; CHO-K1 CHOP-promoter luciferase, tunicamycin-induced, 15-18 h; actives 3.8% (n = 220,000); AID 2732; inhibition, % at 10 µM;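 active means compounds that reduced the stress-induced luciferase reporter signal by more than about 70% of percent inhibition, limit read from the data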;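 further: 0% = tunicamycin plus vehicle and 100% = wells without tunicamycin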
zfTRPN1 agonist = activates the zebrafish TRPN1 channel; HEK293 zebrafish TRPN1-YFP, Fluo-8 calcium fluorescence; 100% = response to 87 µM carbachol; activation, % at 3 µM; actives 0.18% (n = 220,000);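 active means activation above its plate's cutoff, the mean activation of test wells on that plate plus 3 SD, cut at about 19% in these data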;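 further: 0% = DMSO alone and 100% = 87 µM carbachol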
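Material: zebrafish TRPN1-YFP in HEK293 cells. Doses: one dose of 3 µM, 0.3% DMSO. Incubation: dye 1 h 37 °C plus 30 min RT. Measured by: intracellular calcium fluorescence with Fluo-8.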
NPY-Y1 antag = antagonists of human neuropeptide Y receptor Y1. HEK293-CNG Y1 cells, membrane potential fluorescence; NPY at EC95, then isoproterenol. inhibition, % at 3.6 µM. actives 1% (n = 200,000). AID 1040;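 active means inhibition above the campaign mean inhibition of all tested compounds plus 3 SD, cut at about 20% in these data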;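 further: 0% = DMSO wells given NPY plus isoproterenol and 100% = isoproterenol alone without NPY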
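Material: HEK293 Y1/CNG channel cell line | Also added: NPY (25 nM), isoproterenol (1 µM), Ro 20-1724 (25 µM) | Compound: One concentration, 3.6 µM, in 0.4% DMSO | Schedule: 3 h dye uptake, 1 h room-temperature compound, 45 min post-isoproterenol | Signal: Membrane-potential fluorescent dye readout | Read-out: % inhibition of NPY effect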
PPC-1+TRAIL kill = compounds killing PPC-1 cancer cells with TRAIL present (potentiator screen, no TRAIL-free arm); PPC-1 cells + TRAIL, ATPLite viability luminescence; cell killing (% activity), % at 4 µM; actives 0.41% (n = 220,000);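 active means cell killing above 50% in the first pass at 4 µM, then a duplicate retest at 5 µM averaging 50% or more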;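 further: plate controls were cells with TRAIL plus DMSO for no effect and medium-only wells lacking cells for full effect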
The depositor's hits bear a star; nt = not tested or not shown; & = joins results of further samples; [ ] = dose if it differs, or a comment. Not all compounds are listed, so the mix of outcomes need not match the whole.

SMILES	PGE2 EP2 inh	NPY-Y1 PAM-ag	EP2 mod	14-3-3 Bad inh	TRPML3 ag	CHOP inh	zfTRPN1 agonist	NPY-Y1 antag	PPC-1+TRAIL kill
Cc1cccc(NC(=S)N/N=C/c2ccc(Cl)c([N+](=O)[O-])c2)c1	10	49	6	0	1.4	12	0.5	-5	29
Nc1nnc(CC(=O)N/N=C/c2ccc(-c3ccc(F)cc3)o2)s1	6	-10	-55	-5	0.0	-9	0.8	nt	9
CCOC(=O)c1cnc2c(C)c(Cl)ccc2c1Nc1ccc(S(=O)(=O)Nc2ncccn2)cc1	19	-9	54	-8	1.1	-22	0.0	-5	38
CCOc1ccccc1NC(=O)c1cc(C(=O)c2cc(Br)ccc2O)coc1=N	32	32	-53	-20	0.2	72*	-1.1	-8	10
COc1cc(/C=C/C(=O)OCC(=O)N2CCCCCC2)ccc1OCC#N	4	4	-11	-4	1.0	3	1.5	2	10
Cc1sc2ncnc(SCC(=O)NC3CC3)c2c1C	2	-5	21	-3	0.4	33	-1.2	2	5
O=S1(=O)CC(N2CCCCC2)C(N2CCCCC2)C1 (configuration not stated)	9&4	-6	23&20	-1	0.6	22	0.8	2	14
COc1ccc(-c2csc3nc(C)n(-n4cccc4)c(=O)c23)cc1	2	15	nt	nt	-1.0	nt	-1.7	-6	10
O=C(NCCC(=O)N1CCOCCOCCOCCOCC1)OCc1ccccc1	5	6	-14	0	0.7	10	0.6	nt	12
c1ccc(Nc2nnc(-c3cccc4ccccc34)o2)cc1	7	-13	-12	5	1.1	-18	-1.4	nt	6
Cc1ccn(C(=O)c2ccc(NC(=O)C3CC3)cc2)n1	4	-2	-26	-2	0.3	-10	-0.6	4	16
CNC(=O)c1[nH]cnc1C(=O)N[C@@H](C)C(=O)OC(C)(C)C	11	-21	-23	-2	0.6	0	0.9	-3	15
C/C=C(/C)C(=O)Nc1cccc(C2=NOC3(C2)C[C@@H](C(N)=O)N(C(=O)/C=C/CC)C3)c1 (some centres not stated)	14	nt	16	-5	nt	3	nt	nt	-10
Cc1ccc(CS(=O)(=O)CCC(=O)NCCCOC(C)C)cc1	16	10	20	8	-0.1	1	0.0	1	20
CCN(CC)CCCNc1nc(-c2ccccc2)nc2ccccc12	10	-35	-19	56[fluorescence artefact?]	0.4	7	0.8	5	15
CCCC1(C)NC(=O)c2ccccc2O1 (configuration not stated)	5	14	25	-7	0.1	11	0.4	4	3
O=C(O)c1cc(=O)c2c(OCC(O)COc3cccc4oc(C(=O)O)cc(=O)c34)cccc2o1	6	13	58&-3	-8[fluorescence artefact?]	0.6	12	-0.1	-2	11
COc1ccc(NS(=O)(=O)c2cc(C)ccc2OC)cc1OC	5	-16	-4	-1	1.2	7	0.5	-7	5
Cc1cccc(CCNC(=O)CCS(=O)(=O)c2ccc(Br)cc2)c1	9	4	-27	-12	-0.2	10	-1.2	3	5
COC(=O)C1C(O)=CC(=O)CC1C (configuration not stated)	6	10	16	-7	0.2	16	0.2	-1	12
CCOC(=O)C1=C(C)OC(N)=C(C#N)C1c1cc(Cl)c(OCC(N)=O)c(OC)c1 (configuration not stated)	8&9	4	-28&-1	2	1.2	-8	1.6	-2	0
O=C(/C=C/c1cccc([N+](=O)[O-])c1)NC(=S)Nc1cccc(NC(=O)c2ccccc2Cl)c1	8	-4	7	-3	0.5	26	0.3	-6	-11
Cc1ccc(S(=O)(=O)NCc2csc(-c3cccs3)n2)cc1	16	-16	13	0	-1.3	21	-2.0	nt	-6
O=C(Nc1ccccc1N1CCOCC1)c1ccc(Cl)c(S(=O)(=O)NCc2ccco2)c1	3	5	-56	-15	0.4	22	-1.1	1	-9
COc1cc(OC)cc(-c2cc3nc(C)c(CCC(=O)O)c(=O)n3[nH]2)c1	nt	-4	-5	7[fluorescence artefact?]	0.1	13	1.8	0	-19
Cc1ccc2cc(CN(CCN3CCOCC3)C(=O)NCc3ccccc3)c(=O)[nH]c2c1C	21	-10	39	-10	-0.1	37	0.2	2	16
Fc1ccc(NC(=S)N2CCCC(c3ccccc3)=N2)cc1	7	-23	22	-1	-1.5	12	-3.2	nt	18
CN(C)CCCOc1nc2c(c(=O)n(C)c(=O)n2C)n1C	2	-25	15	7[fluorescence artefact?]	0.7	20	-0.9	-2	13
C=CCn1c(Cc2csc(N)n2)nnc1SCc1ccc(C(=O)OC)cc1	13	-18	-3	11[fluorescence artefact?]	-0.1	10	-0.8	-7	12
Cc1c(NC(=O)c2coc(=O)c(Br)c2)c(=O)n(-c2ccccc2)n1C	19	-3	-22	nt	0.6	nt	2.2	-5	1
CN(C(=S)NC1CCCCC1)C1(c2ccccc2Cl)CCCCC1=O (configuration not stated)	15	-32	11	-2[fluorescence artefact?]	0.8	23	-2.2	4	-8
O=C(COCc1nc2ccccc2c(=O)[nH]1)NC1CCCC1	7	14	-4	4	-0.3	3	1.7	0	7
Cn1c(=O)c2c(nc(Br)n2CCCc2ccccc2)n(C)c1=O	9	-9	19	1	0.2	-18	1.8	2	6
O=C(CCn1cnnn1)Nc1ccccc1	7	15	33	-5	1.4	8	0.1	0	1
Cc1nnc(SCC(=O)c2cc(C)n(-c3ccc4c(c3)OCO4)c2C)s1	1	-23	-11	5	17*	nt	27*	0	-14
S=c1[nH]nc(-c2cccnc2)n1/N=C/c1ccc(Br)s1	7	27	27	8	-0.9	-28	-0.4	4	27
CN1CC=C2C(C#N)=C(N)C(C#N)(C#N)[C@H](c3cccs3)[C@H]2C1	12	6	-16	3	1.2	-13	0.8	7	-10
Cc1c(C(=O)NCCCN2CCOCC2)sc2nc(-c3ccccc3)cn12	nt	2	3	12	0.2	40	-0.1	0	0
C#CCNC(=O)C1=C[C@H](c2ccc3c(c2)OCO3)C[C@H](OCc2ccc(CO)cc2)O1	10	-27	-26	2	0.2	17	0.5	4	9
Fc1ccc(N=c2ssnc2Cl)c(F)c1	5	-20	-97	41	0.9	82*	2.3	13	-1

Profiles as entered above. Order of values: PGE2 EP2 inh	NPY-Y1 PAM-ag	EP2 mod	14-3-3 Bad inh	TRPML3 ag	CHOP inh	zfTRPN1 agonist	NPY-Y1 antag	PPC-1+TRAIL kill
Shown for `CN1CC=C2C(C#N)=C(N)C(C#N)(C#N)[C@H](c3cccs3)[C@H]2C1` = 12	6	-16	3	1.2	-13	0.8	7	-10
Shown for `Cc1nnc(SCC(=O)c2cc(C)n(-c3ccc4c(c3)OCO4)c2C)s1` = 1	-23	-11	5	17*	nt	27*	0	-14

Later entries
SMILES	PGE2 EP2 inh	NPY-Y1 PAM-ag	EP2 mod	14-3-3 Bad inh	TRPML3 ag	CHOP inh	zfTRPN1 agonist	NPY-Y1 antag	PPC-1+TRAIL kill
Cc1ccc(/C=N/NC(=O)CSc2nc3ccccc3o2)cc1	3	-13	-45	0	0.5	-27	0.4	-3	5
CC1(C)NC(=O)N(CCCCOc2ccc(Cl)cc2C=O)C1=O	3	0	-15	12	-0.6	4	1.0	10	5
CO/N=C/C(C#N)=C/c1cc(C(=O)c2ccccc2)cn1C	4	-9	-23	6	-0.4	4	-2.6	3	8
CCOC(=O)CC1CCCCN1Cc1cn[nH]c1-c1ccc(F)cc1F (configuration not stated)	4	0	24	-12	1.1	16	-0.8	-1	3
CCOC(=O)CC1C(=O)NCCN1C(=O)c1c(F)cccc1F (configuration not stated)	12	-5	32	13[fluorescence artefact?]	0.9	24	-0.5	3	12
Cc1ccsc1/C=N/NC(=O)CNC(=O)c1ccc(S(=O)(=O)N2CCOCC2)cc1	6	-18	-24	6	1.4	11	1.8	7	24
CS(=O)(=O)N1CCC(C(=O)Nc2ccc(OCc3ccccc3)cc2)CC1	8	-19	51	-6	0.7	38	0.7	0	9
Cc1cc(N2C(=O)C3C4CCC(C4)C3C2=O)no1 (configuration not stated)	6	-3	-11	-1	0.3	5	0.6	-3	6
CCOC(=O)CCC(NC(=O)c1ccc(NCN2C(=O)c3ccccc3C2=O)cc1)C(=O)OCC (configuration not stated)	4	20	-14	8	0.9	-4	-0.2	2	20
Cc1cccc(C)c1NC(=O)CSc1nnc(-c2ccccc2)n1Cc1ccc2c(c1)OCO2	11	13	-5	3	0.2	-2	0.5	4	-9
COc1ccc(CCN2CN(S(=O)(=O)c3ccccc3)c3nc4ccccc4nc32)cc1OC	8	-6	21	3	-0.2	13	0.2	2	39
Cc1oc(C(=O)O)cc1COc1ccccc1Cl	9	-30	9	-9	0.3	-11	2.0	16	21
COc1ccc(NC(=O)CC2C(=O)N(c3ccc(OC)cc3)C(=O)N2CCc2cccs2)cc1 (configuration not stated)	2	1	12	14[fluorescence artefact?]	-0.7	-6	-0.1	0	4
N#Cc1c(Sc2ncc(C(F)(F)F)cc2Cl)nsc1C/C=N\OCc1c(F)cccc1Cl	1	-5	24	-4	0.2	8	0.9	2	18
NS(=O)(=O)c1ccc(NC(=O)CSC2CCCCC2)cc1	5	12	0	-13[fluorescence artefact?]	0.2	8	0.4	11	-17
CCCCCOC(=O)C1[C@H]2C(=O)N(Cc3cccs3)C[C@]23C=C[C@H]1O3 (some centres not stated)	5	-1	10	-6	0.2	17	0.4	-1	-11
C=CCN1C(=O)NC2(CCCCC2)C1=O	10	9	29	-1	1.1	23	-1.2	7	33
COc1ccc(N2C(=O)CN=C2Nc2nc(C)cc(C)n2)cc1	7	9	22	7	1.0	16	1.6	3	26
Cc1ccccc1Nc1c(-c2ccc(N3CCOCC3)cc2)nc2cnccn12	10	45	-48	0	0.6	8	0.1	nt	34
COC(=O)COc1cccc2c(=O)n(CC(=O)NCc3ccccc3)ccc12	1	27	13	5	0.9	2	1.3	nt	13
Cc1cccc(NC(=S)NC2CCCC2)n1	2	5	2	6	0.1	10	-2.2	-3	-10
CCS(=O)(=O)N1Cc2ccccc2CC1C(=O)Nc1nnc(SCc2ccc(C#N)cc2)s1 (configuration not stated)	7	0	0	0	0.4	15	1.6	3	0
O=C(NCCc1ccc(Cl)cc1)c1ncn[nH]1	14	-10	11	7	0.9	7	2.1	9	6
CC(C)OC(=O)c1ccccc1C(=O)c1ccc(N)c([N+](=O)[O-])c1	6	14	17	43	0.1	37	-1.1	4	9
COc1ccc(C(C)=O)cc1COC(=O)c1ccc2ccccc2n1	9	-9	-43	-8	-0.5	4	0.2	9	20
COc1ccc(N2CCN(CCNC(=O)Nc3ccc(Cl)cc3)CC2)cc1	12	18	-49	9	1.8	16	2.7	-3	12
Cc1cc(-c2ccccc2)nc(Oc2ccc(C(C)(C)C)cc2)c1S(C)(=O)=O	3	-38	50	1[fluorescence artefact?]	0.1	53	1.1	23*	6
COc1ccc(N2CCN(CCCn3c(=S)[nH]c4ncccc4c3=O)CC2)cc1	0	-3	-3	10	0.5	4	0.6	-4	5
CCC(C)NC(=O)N[C@@H](CCSC)C(=O)OC (some centres not stated)	8	26	24	-9	1.5	27	1.8	0	3

Source: PubChem BioAssay
